Compound activity (PubChem BioAssay)
CHT block = human CHT choline transport inhibition; Q9GZV3; B-score at 10 µM; 310,000 tested, 0.86% active; CHT-expressing cells, membrane potential dye, choline response; active compounds read low;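 active means B-score over 3 SD under the library average, and starting fluorescence ratio not unusually high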;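 further: choline stimulus applied at its EC90 after an EC20 pre-addition; B-score computed on integrated fluorescence ratio after choline addition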
KCNQ2 inh = KCNQ2 potassium channel inhibitors, primary screen, cell-based, CHO-K1, FluxOR thallium flux, B-score (AID 2156); O88943; 20 min; active compounds read low; B-score at 10 µM; 310,000 tested, 1.1% active;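 active means fluorescence ratio B-score at most minus 3 library SDs, with starting brightness B-score within 2 library SDs, cut at about -5.5 in these data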
Target sequence (O88943 whole entry, looked up): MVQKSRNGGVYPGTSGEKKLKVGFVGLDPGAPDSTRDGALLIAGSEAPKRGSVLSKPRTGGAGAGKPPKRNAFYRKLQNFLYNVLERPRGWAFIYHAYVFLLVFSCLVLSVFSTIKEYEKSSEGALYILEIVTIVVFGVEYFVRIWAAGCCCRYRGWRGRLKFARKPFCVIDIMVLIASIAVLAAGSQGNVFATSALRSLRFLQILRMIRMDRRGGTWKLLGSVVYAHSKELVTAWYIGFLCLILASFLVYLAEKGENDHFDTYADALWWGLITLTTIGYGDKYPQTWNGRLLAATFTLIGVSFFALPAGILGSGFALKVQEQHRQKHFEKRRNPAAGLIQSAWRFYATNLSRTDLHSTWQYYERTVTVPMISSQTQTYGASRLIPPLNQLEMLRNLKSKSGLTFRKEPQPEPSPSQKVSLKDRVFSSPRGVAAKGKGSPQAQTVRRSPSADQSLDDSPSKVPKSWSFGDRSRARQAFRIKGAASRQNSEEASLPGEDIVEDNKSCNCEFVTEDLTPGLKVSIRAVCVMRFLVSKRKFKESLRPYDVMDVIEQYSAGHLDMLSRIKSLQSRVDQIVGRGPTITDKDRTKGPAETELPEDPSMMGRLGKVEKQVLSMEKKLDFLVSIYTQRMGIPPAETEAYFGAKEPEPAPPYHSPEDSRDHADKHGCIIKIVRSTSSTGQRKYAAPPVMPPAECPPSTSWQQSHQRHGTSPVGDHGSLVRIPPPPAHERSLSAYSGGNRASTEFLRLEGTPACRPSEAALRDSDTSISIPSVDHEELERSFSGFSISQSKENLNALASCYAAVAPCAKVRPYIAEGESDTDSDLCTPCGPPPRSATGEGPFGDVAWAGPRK
An asterisk follows results filed as active; i = inactive; . = not tested or not shown.

CHT block | KCNQ2 inh | mol
i | i | O=C(COC(=O)CNC(=O)c1ccc2c(c1)OCO2)Nc1ncc(Cl)cc1Cl
i | i | O=C(NCc1ccccn1)C1CCN(S(=O)(=O)c2cc(Cl)ccc2Cl)CC1
i | i | N#Cc1ccccc1NC(=O)CNc1ccc(Cl)c(C(F)(F)F)c1
i | i | CCc1ccc(OCC(=O)NNC(=O)c2nn(CC)c(=O)c3ccccc23)cc1
i | i | C=CCSc1nc(N)c(C(=O)Nc2ccccc2OC)cc1C(=O)Nc1ccccc1
i | i | CCCCC(O)(c1ccc(F)cc1)C(CN1CCOCC1)c1ccc(Cl)cc1 (stereo not given)
i | i | COc1ccc(-c2oc3ncnc(NCCN4CCOCC4)c3c2-c2ccc(OC)cc2)cc1
i | i | O=C(CSc1ncnc2nc[nH]c12)c1ccc(Cl)cc1
i | i | O=C(CN1CCN(c2ccccc2F)CC1)c1c[nH]c2ccccc12
i | i | CCN(CC)CCN(Cc1cc2cc3c(cc2[nH]c1=O)OCO3)C(=S)NCc1ccco1
i | i | CCCCCCCNC(=O)C1CC(=O)N(C)C(=Nc2ccc(OC)cc2)S1 (stereo not given)
i | i | CN1CCN(c2ccc(S(=O)(=O)N3CCCCC3)cc2NC(=O)c2ccc(F)cc2F)CC1
i | i | CCN1CCN(C(=O)c2cn(CC)c3ccc(S(=O)(=O)N(C)C)cc3c2=O)CC1
i | i | Cc1ccc(C)c(NC(NC(=O)c2cccnc2)C(Cl)(Cl)Cl)c1 (stereo not given)
i | i | Cc1cc(C)c(NC(=S)N(CCN2CCCCC2)Cc2ccco2)c(C)c1
i | i | O=C(NCC1CCCO1)c1nn2c(C(F)(F)F)cc(-c3ccco3)nc2c1Cl (stereo not given)
i | i | COc1ccc(NS(=O)(=O)c2cc(NC(=O)/C=C/c3cc(OC)ccc3OC)ccc2N2CCCCC2)cc1
i | i | COC(=O)c1ccc(NC(=O)C2CCCN(S(C)(=O)=O)C2)cc1 (stereo not given)
i | i | CC1CCCCN1C(=O)COC(=O)CNC(=O)c1ccc(Cl)cc1Cl (stereo not given)
i | i | COc1ccc(S(=O)(=O)N2CCN(C)CC2)cc1C(=O)N1CCCCC1
i | i | Clc1ccc(CN2C3=NCCN3c3ccccc32)cc1
i | i | CCOC(=O)c1c(C)c(C(=O)NCC2CCCO2)c(C)n1C (stereo not given)
i | i | O=C(Nc1cccc(NC(=O)c2sc3ccccc3c2Cl)c1)c1ccco1
i | -9.3* | O=C(Cn1ccc(C(F)(F)F)n1)N=Nc1c(O)[nH]c2ccc(Br)cc12
i | i | O=S(=O)(NCc1cccnc1)c1cccc2nsnc12
i | i | O=C(c1ccccc1)N(Cc1ccco1)C1CCS(=O)(=O)C1 (stereo not given)
i | . | COc1ccccc1N1C(=O)C2ON(c3ccccc3)C(c3ccc(N(C)C)cc3)C2C1=O (stereo not given)
i | i | O=C1NCCC/C1=N/Nc1ccc(F)cc1
i | i | CC(C)(C)CC(C)(C)NC1=CC(=O)OC12CCCCC2
i | i | C=CCN1C(=O)C(CC(=O)Nc2ccc(OCC)cc2)N(Cc2ccccn2)C1=S (stereo not given)
i | i | O=C(NCC1CCCO1)C1CCC(=O)N1Cc1ccc(F)cc1 (stereo not given)
i | i | CC1=CC(C)(C)N2C(=O)C3(NCCc4c3[nH]c3ccccc43)c3cc(C)cc1c32 (stereo not given)
i | i | CCOc1cccc(CN2CCCC(C(=O)c3cccc(C(F)(F)F)c3)C2)c1O (stereo not given)
i | i | C=CCn1c(SCC(=O)NCC2CCCO2)nc2scc(-c3ccccc3)c2c1=O (stereo not given)
i | i | Nc1c(Cl)cc(C2=NCCn3nc4cc(C(F)(F)F)ccc4c32)cc1Cl
i | i | Cc1ccsc1-c1nc(C(N)=O)c2[nH]c(=O)n(-c3ccc(Cl)cc3)c2n1
i | i | CCCCN1C[C@H](Cc2ccccc2)[C@@H](CC(=O)Nc2ccccc2)C1=O
i | i | Cc1cc(-n2c(SCc3ccccc3F)nc3n[nH]c(C)c3c2=N)ccc1Cl
i | i | Cc1ccc(C(=O)OC(C)C(=O)Nc2ccc(S(N)(=O)=O)cc2)cc1S(=O)(=O)N1CCOCC1 (stereo not given)
i | i | CCN(CC)S(=O)(=O)c1ccc(C)c(NS(=O)(=O)c2cc(/C=C/C(=O)O)cc(OC)c2OC)c1
i | i | CCOc1cc(/C=N/n2nnnc2N)ccc1OCc1c(C)no[n+]1[O-]
i | i | CSCC(C)N1CCC(n2nccc2NC(=O)CCCc2ccccc2)CC1 (stereo not given)
i | i | Cc1ncc(CN2CCC(CO)(CCc3ccccc3)CC2)s1
i | i | C=CCNC(=O)C1CC(c2cccc(OC)c2)=NO1 (stereo not given)
i | i | COc1ccccc1CNC(=O)c1ccc2c(=O)n(CCCN3CCCC3=O)c(=S)[nH]c2c1
i | i | ON=C1/C(=N\O)CC2(C/C1=N/O)OCCO2
i | i | COc1ccc(/C=N/NC(=O)c2ccc(F)cc2)cc1CN1CCc2cc(OC)c(OC)cc2C1C (stereo not given)
i | i | Cc1ccc(OCC(O)CN2CCCC2)cc1 (stereo not given)
i | i | Cc1nnc(C)n1/N=C/c1ccc(-c2ccccc2Cl)o1
i | i | COC(=O)c1cc(=O)nc2scc(C)n12
i | i | O=C(Nc1ccc(Cl)cc1Cl)c1csc(-c2cccnc2)n1
i | i | CCN(CC(=O)NC1CCS(=O)(=O)C1)S(=O)(=O)c1ccc2ccccc2c1 (stereo not given)
i | i | FC(F)(F)c1ccccc1CN1CCCC(N2CCN(c3ccccc3)CC2)C1 (stereo not given)
i | i | CCc1ccc(C(=O)Nc2ccc3c(c2)n(C)c(=O)n3C)cc1
i | i | CCCCOc1ccc(C2CC(=O)NC2=O)cc1 (stereo not given)
i | i | Cc1cc([N+](=O)[O-])nn1CCCC(=O)Nc1c(C)n(C)n(-c2ccccc2)c1=O
i | i | COc1cc(/C=C/C(=O)O)cc(S(=O)(=O)Nc2ccc3nc(SC)sc3c2)c1OC
i | i | COc1cccc(Oc2ccc(C(F)(F)F)cc2NC(=O)CCc2nc3ccccc3c(=O)[nH]2)c1
i | i | Cc1ccc(C)c(NC(=O)CCc2c(C)nn(-c3ccc(N4CCCCC4)nn3)c2C)c1
i | i | CC(C)NS(=O)(=O)c1ccc(OCC(=O)N2CCCC2)c(Cl)c1

(further entries)
CHT block | KCNQ2 inh | mol
i | i | CN1CCN(C(=S)Nc2cccc(C(F)(F)F)c2)CC1
i | i | COc1ccc(CNC(=O)C2CCN(C(=O)N(C)C)CC2)c(OC)c1
i | i | CC(Cc1ccccc1)NC(=O)CC(c1ccccc1)c1ccccc1O (stereo not given)
i | i | COc1ccccc1N1C(=O)CCC1(C#N)c1ccccc1 (stereo not given)
i | i | COc1ccc(C(=O)N/N=C(\C)CC(=O)NC2CCCCC2)c(OC)c1
i | i | CC(C(=O)Nc1ccccc1C(=O)N1CCOCC1)N(c1ccc(Cl)cc1)S(C)(=O)=O (stereo not given)
i | -6.2* | CC(C)(C)C(=O)[C@H]1[C@H](c2ccccc2)[C@@]2(N=C(c3ccccc3)OC2=O)C2c3ccccc3C=NN21 (stereo not given in full)
i | i | Cn1c(=O)oc2cc(S(=O)(=O)NCc3ccccc3)ccc21
i | i | COCCNS(=O)(=O)c1ccc(Cl)c(C(=O)NC2CCN(Cc3ccccc3)CC2)c1
i | i | CCOc1ccc(NC(=O)c2ccc(NS(=O)(=O)c3cccs3)cc2)cc1
i | i | O=C(NCCOC(=O)c1cccs1)c1cccnc1
i | i | Oc1[nH]c2ccccc2c1C1=NCCCCC1
i | i | O=C1NC(=O)C(c2ccc(F)cc2)N1 (stereo not given)
i | i | COc1ccc(C(=O)CSc2nnc(-c3ccco3)n2CC2CCCO2)cc1 (stereo not given)
i | i | O=C1CC(SC(=Nc2ccccc2)Nc2ccccc2)C(=O)N1c1cccc(Cl)c1 (stereo not given)
i | i | CC(C)CCNC(=O)COc1ccc2c(c1)C(=O)CC(C)(C)O2
i | i | CC1CCN(C(=O)COC(=O)c2n[nH]c3ccccc23)CC1
i | i | COc1ccc(C(C)(C)C)cc1NC(=O)c1cncc(Br)c1
i | i | COc1ccc2cc(C(c3nnnn3C3CCCCC3)N3CCCCCC3)c3nnnn3c2c1 (stereo not given)
i | i | O=C(O)c1cccc(-c2ccc(/C=N/Nc3ccc([N+](=O)[O-])cc3)o2)c1
i | . | O=C(CSc1nc2c(c(=O)n1-c1ccc(F)cc1)SCC2)NCc1ccco1
i | i | COc1ccc(OCCC(=O)OCC(=O)NCCc2ccccc2)cc1
i | i | O=C(Nc1nnc(C2CC2)s1)c1cccs1
i | i | O=c1oc2ccccc2n1Cc1cccc(Cl)c1
i | i | CN(CCOC(=O)c1ccc2c(c1)OCCO2)Cc1ccccc1
i | i | Cc1cccc(-c2nc3cc(NC(=O)C4CCCO4)ccc3o2)c1 (stereo not given)
i | i | N#Cc1cc(Sc2ccccn2)c(Sc2ccccn2)cc1C#N
i | i | CS(=O)(=O)c1nc(-c2ccc(Br)cc2)cc(-c2ccccc2)c1C#N
i | i | COc1ccc(NC(=O)CCS(=O)(=O)c2ccc3c(c2)CCCN3C(C)=O)cc1
i | i | CC1(C)Cc2c(sc(NC(=O)C(=O)N3CCCC3)c2C(N)=O)CO1
i | i | CN(C)c1cc[n+](CC(=O)Nc2c(Cl)cc(Cl)cc2Cl)cc1
i | i | CCOC(=O)CC(NC(=O)Cc1ccc(F)cc1)c1ccccc1Cl (stereo not given)
i | i | CCc1cc(-c2n[nH]c(C)c2-c2nc3ccccc3n2C)c(O)cc1O
i | i | COc1cc2c(cc1OC)CN(CC(=O)Nc1ccc(F)cc1)C(C(=O)O)C2 (stereo not given)
i | i | C=CCN1C(=O)c2ccc(C(=O)N(CCOC)c3c(N)n(CCCC)c(=O)[nH]c3=O)cc2C1=O
i | i | Cc1csc(SCC(=O)NC(C)c2ccc(F)cc2)n1 (stereo not given)
i | i | COc1ccc(Cl)cc1N(CC(=O)Nc1ccccc1C(=O)N1CCCC1)S(C)(=O)=O
i | i | O=C(CC1C(=O)NCCN1Cc1ccc(-c2ccccc2)cc1)NCC1CCOCC1 (stereo not given)
i | i | O=C(Nc1ccccc1Cl)c1cc(=O)c2ccccc2o1
i | i | COc1ccccc1OCCCOc1c(Cl)cc(C)cc1Cl
i | i | Cc1ccc(C)c(S(=O)(=O)N2CCCOC2CNC(=O)C(=O)NCCN2CCOCC2)c1 (stereo not given)
-7.2* | i | CCOCCCN(C)C1CCN(C(=O)c2oc3ccccc3c2NC(=O)COc2ccc(F)cc2)CC1
i | i | CCOc1ccc(N2C(=O)CC(N(CCc3ccc(OC)cc3)C(=O)c3cccc(F)c3)C2=O)cc1 (stereo not given)
i | i | O=C(COc1ccccc1Cl)NNC(=O)c1ccc2nc[nH]c2c1
i | i | O=C(Cn1c(=O)c2cccn2c2ccccc21)NCCCN1CCCCC1
i | i | O=C(NC(C(=O)c1ccccc1)n1c(=O)cc[nH]c1=S)c1ccccc1 (stereo not given)
i | i | Cc1ccc(S(=O)(=O)NN/C(=N/S(=O)(=O)c2ccccc2)c2ccccc2)cc1
i | i | Cc1ccc(CS(=O)(=O)CCC(=O)NCCN(C)Cc2ccccc2)cc1

Already shown: 17 of the compounds above.
CHT block | KCNQ2 inh | mol
i | i | CC1(C)Cc2c(sc(NC(=O)C(=O)N3CCCC3)c2C(N)=O)CO1
i | i | CN(C)c1cc[n+](CC(=O)Nc2c(Cl)cc(Cl)cc2Cl)cc1
i | i | CCOC(=O)CC(NC(=O)Cc1ccc(F)cc1)c1ccccc1Cl (stereo not given)
i | i | CCc1cc(-c2n[nH]c(C)c2-c2nc3ccccc3n2C)c(O)cc1O
i | i | COc1cc2c(cc1OC)CN(CC(=O)Nc1ccc(F)cc1)C(C(=O)O)C2 (stereo not given)
i | i | C=CCN1C(=O)c2ccc(C(=O)N(CCOC)c3c(N)n(CCCC)c(=O)[nH]c3=O)cc2C1=O
i | i | Cc1csc(SCC(=O)NC(C)c2ccc(F)cc2)n1 (stereo not given)
i | i | COc1ccc(Cl)cc1N(CC(=O)Nc1ccccc1C(=O)N1CCCC1)S(C)(=O)=O
i | i | O=C(CC1C(=O)NCCN1Cc1ccc(-c2ccccc2)cc1)NCC1CCOCC1 (stereo not given)
i | i | O=C(Nc1ccccc1Cl)c1cc(=O)c2ccccc2o1
i | i | COc1ccccc1OCCCOc1c(Cl)cc(C)cc1Cl
i | i | Cc1ccc(C)c(S(=O)(=O)N2CCCOC2CNC(=O)C(=O)NCCN2CCOCC2)c1 (stereo not given)
-7.2* | i | CCOCCCN(C)C1CCN(C(=O)c2oc3ccccc3c2NC(=O)COc2ccc(F)cc2)CC1
i | i | CCOc1ccc(N2C(=O)CC(N(CCc3ccc(OC)cc3)C(=O)c3cccc(F)c3)C2=O)cc1 (stereo not given)
i | i | O=C(COc1ccccc1Cl)NNC(=O)c1ccc2nc[nH]c2c1
i | i | O=C(Cn1c(=O)c2cccn2c2ccccc21)NCCCN1CCCCC1
i | i | O=C(NC(C(=O)c1ccccc1)n1c(=O)cc[nH]c1=S)c1ccccc1 (stereo not given)

(list continues)
CHT block | KCNQ2 inh | mol
i | i | Cc1nn(C2CCS(=O)(=O)C2)c(Cl)c1/C=C/C(=O)OCC(=O)c1c[nH]c2ccccc12 (stereo not given)
i | i | O=c1c2ccccc2nc(CSc2ncnc3nc[nH]c23)n1-c1cccc(C(F)(F)F)c1
i | i | CCS(=O)(=O)N1CCC(C(=O)N2CCOCC2)CC1
i | i | Cc1ccc(S(=O)(=O)N2CCN(C(=O)CC(C)C)CC2)cc1
i | i | CCOC(=O)c1[nH]cnc1N=Nc1c(O)ccc2ccccc12
i | i | CCOc1ccc(NC(=O)CSc2ncnc3c2sc2ccccc23)cc1
i | i | CCCc1noc2c1C(c1ccoc1)C(C#N)=C(N)N2 (stereo not given)
i | i | CC1=NN(C(=O)Cc2ccc([N+](=O)[O-])cc2)C(O)(c2ccccc2)C1 (stereo not given)
i | i | O=C(CCNS(=O)(=O)c1ccc(Br)s1)NCc1ccc2c(c1)OCO2
i | i | c1ccc(CCNc2nnnn2-c2ccccc2)cc1

Not a hit list, and some 1.9% of all compounds hit somewhere here.
